# MBNL1-CUG inh: qHTS Assay for Inhibitors of MBNL1-poly(CUG) RNA binding; TR-FRET MBNL1-His/biotin-(CUG)12 binding, 665/545 ratio; AID 2675, 2010; Potency, µM (doses to about 57.5 µM), for inactives: top-dose activity change, negative = inhibition, actives largely listed as inhibitors; Muscleblind-like protein 1 (Homo sapiens), Q9NR56; 280,000 compounds, 0.036% hits; active = well fitted inhibition curve with a large enough effect in the signal ratio, with a control signal flat, not every such curve was filed as active; inconclusive = small, poorly fitted or top-dose-only effect, or effect the other way, or a change in a side signal; inactive = no such curve, though single readings can be large or run the other way; the % refers to the signal ratio; also: potency is read from the fitted curve at half-maximal effect; % is scaled to controls: 0 for no effect and ±100 for the full control effect
# Target sequence (Q9NR56 whole entry, looked up): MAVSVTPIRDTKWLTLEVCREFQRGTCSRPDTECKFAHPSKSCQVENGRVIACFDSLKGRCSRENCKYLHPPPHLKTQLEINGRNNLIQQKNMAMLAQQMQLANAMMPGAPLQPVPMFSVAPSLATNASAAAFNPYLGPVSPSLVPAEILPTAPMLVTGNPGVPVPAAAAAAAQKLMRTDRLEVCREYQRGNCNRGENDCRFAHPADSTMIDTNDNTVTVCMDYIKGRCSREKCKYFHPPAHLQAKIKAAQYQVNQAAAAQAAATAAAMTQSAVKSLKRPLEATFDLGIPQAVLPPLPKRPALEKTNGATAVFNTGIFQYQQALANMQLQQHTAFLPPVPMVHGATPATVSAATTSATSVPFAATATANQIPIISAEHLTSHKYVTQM
#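 MBNL1-His + Biotin-(CUG)12, cpd titration 92 nM–58 uM; Tb anti-His Ab 0.055 ng/ul, SA-XL665 5 nM (final); 60 min RT; ratiometric 665/545 nm, Ex 340 nm; normalized to buffer and full-complex controls.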
# Integrin act MD: qHTS for Activators of Integrin-Mediated Alleviation for Muscular Dystrophy; alpha7betagal myoblasts, beta-gal FDG fluorescence, 48 h; Potency, µM (series often up to 38.3 µM), without a hit: at the highest dose activation, hits mostly activators; 350,000 compounds, 0.064% hits;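 also: potency is read from the fitted curve at half-maximal effect; 100% = response of the positive control SU9516; nearly all actives have a fitted effect of over 60% in size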
#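 alpha7betagal+/- myoblasts (passage 13, 250/well) treated 48 h at 37C with compounds at 1:260 dilution of DMSO stock. Lysed, then beta-galactosidase activity read as FDG fluorescence (ex 480/em 540) after 30 min, with pre-read for autofluorescence.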
# A-T KAP1 phos: qHTS Assay for Identifying a Potential Treatment of Ataxia-Telangiectasia; […] A-T fibroblasts, KAP-1 phosphorylation AlphaLISA; neocarzinostatin DNA damage 30 min before lysis; Potency, µM (titrated, usually from 57.5 µM), for the others: top-dose activation, hits mostly activators; 320,000 compounds, 0.19% hits; also: potency is read from the fitted curve at half-maximal effect; % of control where 0% means no effect; nearly all actives have a fitted effect of over 45% in size
#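 ATM-like activity read as KAP-1 phosphorylation via AlphaLISA donor/acceptor antibody pairs after lysis and 6 hr at 25C. Cells were ATM-null patient fibroblasts ([…], hTERT), dosed 60 min, then exposed to the DSB inducer NCS for 30 min.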
# Menin-MLL TR inh: qHTS Assay for Inhibitors Targeting the Menin-MLL Interaction in MLL Related Leukemias: Competition With Texas Red Labeled MLL-derived Mutant Peptide | 270,000 compounds, 0.23% hits | AID 1768, 2009 | Potency, µM (titrated, usually from 61.6 µM), inactives show at the highest dose FP activity change, negative = inhibition, hits mostly inhibitors | Menin + Texas Red MLL mutant peptide, fluorescence polarization; active = well fitted inhibition curve with a large enough effect in the polarisation, with a control signal flat, not every such curve was filed as active; inconclusive = small, poorly fitted or top-dose-only effect, or effect the other way, or a change in a side signal; inactive = no such curve, though single readings can be large or run the other way; the % refers to the polarisation; also: potency is read from the fitted curve at half-maximal effect; % of control where 0% means no effect; many of its hits are not listed in these tables
# Target sequence (O00255 whole entry, looked up): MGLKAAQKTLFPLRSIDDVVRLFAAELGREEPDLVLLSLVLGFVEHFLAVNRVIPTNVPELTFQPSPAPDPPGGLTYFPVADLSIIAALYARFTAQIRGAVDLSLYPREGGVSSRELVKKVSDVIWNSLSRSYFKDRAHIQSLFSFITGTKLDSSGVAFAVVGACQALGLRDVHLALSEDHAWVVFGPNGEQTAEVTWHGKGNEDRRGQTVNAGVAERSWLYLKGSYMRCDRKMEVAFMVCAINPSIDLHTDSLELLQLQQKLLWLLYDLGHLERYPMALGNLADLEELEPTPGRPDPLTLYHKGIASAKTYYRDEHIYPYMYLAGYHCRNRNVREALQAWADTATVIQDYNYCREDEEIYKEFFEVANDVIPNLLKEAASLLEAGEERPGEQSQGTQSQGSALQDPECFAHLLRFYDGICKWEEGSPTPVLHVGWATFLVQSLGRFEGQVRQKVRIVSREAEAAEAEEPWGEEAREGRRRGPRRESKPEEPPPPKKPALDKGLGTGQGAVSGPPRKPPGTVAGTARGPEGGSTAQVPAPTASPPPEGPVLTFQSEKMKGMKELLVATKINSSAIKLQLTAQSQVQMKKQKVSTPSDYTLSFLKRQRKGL
# S-ASM inh: Inhibitors of Secretory Acid Sphingomyelinase (S-ASM): qHTS | 340,000 compounds, 0.006% hits | Potency, µM (highest dose often 57.5 µM), for the others: at the top dose activity change, negative = inhibition, most hits filed as inhibitors | Sphingomyelin phosphodiesterase (Homo sapiens), P17405 | AID 504937, 2011 | placental ASM, HMU-PC fluorogenic substrate, 60 min; also: potency is read from the fitted curve at half-maximal effect
#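 qHTS format. ASM enzyme prepared from human placenta hydrolyses the fluorogenic substrate HMU-PC0 (9 uM final) over 60 min at 37 °C after a 10 min compound preincubation.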
# Mito fusion act: qHTS Assay for Small Molecule Inhibitors of Mitochondrial Division or Activators of Mitochondrial Fusion; S. cerevisiae fusion-defective mutant growth rescue, CellTiterGlo 48 h; Potency, µM (series often up to 46.1 µM), for the others: top-dose growth rescue (activation), hits mostly activators; 320,000 compounds, 0.23% hits;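 also: potency is read from the fitted curve at half-maximal effect; % of control where 0% means no effect; nearly all actives have a fitted effect of over 45% in size; temperature-sensitive fusion mutants such as fzo1-1 at 37 °C on non-fermentable ethanol glycerol medium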
#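 Compounds are tested for their ability to restore growth of mitochondrial fusion-defective yeast strains at non-permissive 37C in YPEG medium over 48 hours. Viability is quantified by luciferase luminescence.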
# MLL CXXC-DNA inh: qHTS Fluorescence Polarization Assay for Inhibitors of MLL CXXC domain - DNA interaction. Histone-lysine N-methyltransferase 2A (Homo sapiens), Q03164. 290,000 compounds, 0.037% hits. MLL-CXXC / FITC-HOXA9 DNA fluorescence polarization. Potency, µM (doses to about 115 µM), inactives show top-dose activity change, negative = inhibition, usual class: inhibitors; active = well fitted inhibition curve with a large enough effect in the polarisation, with a control signal flat, not every such curve was filed as active; inconclusive = small, poorly fitted or top-dose-only effect, or effect the other way, or a change in a side signal; inactive = no such curve, though single readings can be large or run the other way; the % refers to the polarisation; also: potency is read from the fitted curve at half-maximal effect
#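 Fluorescence polarization: 7 uM MLL-CXXC (stock) preincubated 5 min with compounds, then 50 nM fluorescein-HOX-A9 DNA (stock) added; 30 min ambient. Buffer 50 mM Tris-HCl pH 7.5, 50 mM NaCl, 1 mM DTT, 0.05% BSA.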
# TSHR antag: Antagonists of the Thyroid Stimulating Hormone Receptor: HTS campaign. Thyrotropin receptor (Homo sapiens), P16473. TSHR-expressing cells, TSH-stimulated cAMP HTRF, 2 h; hits give low values. activity change, negative = inhibition, % at 11.5 µM. 330,000 compounds, 0.2% hits;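 active = activity change below a set negative limit, meaning inhibition stronger than a set level, cut at about -70% in these data; inconclusive = activity change between two set negative limits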; also: % is scaled to controls: 0 for no effect and ±100 for the full control effect
#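 Read-out is FRET at 665 nm (cryptate excitation 337 nm) from a cryptate-tagged anti-cAMP antibody, competed by cell cAMP against cAMP-d2. Compounds are tested on freshly harvested TSHR cells challenged with 4nM TSH (EC80) for 2 hours at 37 deg C.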
# PTAP TSG101 blk: qHTS Assay for Iinhibitors of HIV-1 Budding by Blocking the Interaction of PTAP/TSG101. Tumor susceptibility gene 101 protein (Homo sapiens), Q99816. Fluorescence polarization, FITC-PTAP peptide / Tsg101 binding. Potency, µM (series often up to 115 µM), without a hit: at the highest dose activity change, negative = inhibition, hits mostly inhibitors. 340,000 tested, under 10 active. AID 493005, 2010; active = well fitted inhibition curve with a large enough effect in the main read-out, with a control signal flat, not every such curve was filed as active; inconclusive = small, poorly fitted or top-dose-only effect, or effect the other way, or a change in a side signal; inactive = no such curve, though single readings can be large or run the other way; also: potency is read from the fitted curve at half-maximal effect; % of control where 0% means no effect
#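 Compounds were pin-transferred onto Tsg101 binding domain (10 uM final) in HEPES pH 7.5 buffer, then FITC-PTAP peptide was added at 50 nM final. After 20 min at RT, polarization reported peptide displacement across a qHTS concentration series.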
# TCR act: Activators of T cell receptors: qHTS campaign. primary human leukocytes, anti-CD3, IL-2 HTRF, 48 h. Potency, µM (top dose mostly 9.22 µM), inactives show top-dose activation of IL-2 secretion, most hits filed as activators. 330,000 tested, under 10 active; also: % of control where 0% means no effect
#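 Readout: HTRF IL-2, Eu-cryptate/d2 antibody pair, 320nm excitation, 665nm emission. Stimulus: a-CD3 beads, no co-stimulation. Cells: primary human leukocytes. Exposure: 48 hr with compound.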
# Numbers without * were called inactive; ? = inconclusive; nt = not tested or not shown; [ ] = remark or other dose. Unless noted, calls follow the shape of the dose curve; as a rule, active = well fitted curve in the direction sought with a large enough effect; inconclusive = small, poorly fitted or top-dose-only effect, or another doubt; inactive = no such curve, though single readings can be large; an effect the other way counts as inactive or inconclusive. These rows are one share of the data; the hit share may differ from the screen's.
# Start of the listing, in advance (3 entries):
Structure,MBNL1-CUG inh,Integrin act MD,A-T KAP1 phos,Menin-MLL TR inh,S-ASM inh,Mito fusion act,MLL CXXC-DNA inh,TSHR antag,PTAP TSG101 blk,TCR act
COc1ccc(NC(=O)c2ccc(C(=O)c3ccccc3)o2)cc1,24%,-1%,3%,-8%,0%,-2%,-16%,-10,-9%,1%
O=C(CCn1cccc(C(F)(F)F)c1=O)Nc1cccc(C(F)(F)F)c1,2%,-27%,7%,nt,-2%,-2%,-19%,-2,1%,0%
COc1ccc([C@@H]2CC=C(C(=O)O)[C@H](c3cccc(Cl)c3)N2S(=O)(=O)c2ccccc2C)cc1,nt,-30%,5%,nt,1%,-4%,nt,-11,2%,2%

# This part in full, from the first entry:
Structure,MBNL1-CUG inh,Integrin act MD,A-T KAP1 phos,Menin-MLL TR inh,S-ASM inh,Mito fusion act,MLL CXXC-DNA inh,TSHR antag,PTAP TSG101 blk,TCR act
COc1ccc(NC(=O)c2ccc(C(=O)c3ccccc3)o2)cc1,24%,-1%,3%,-8%,0%,-2%,-16%,-10,-9%,1%
O=C(CCn1cccc(C(F)(F)F)c1=O)Nc1cccc(C(F)(F)F)c1,2%,-27%,7%,nt,-2%,-2%,-19%,-2,1%,0%
COc1ccc([C@@H]2CC=C(C(=O)O)[C@H](c3cccc(Cl)c3)N2S(=O)(=O)c2ccccc2C)cc1,nt,-30%,5%,nt,1%,-4%,nt,-11,2%,2%
O=C1CCC(C(=O)N2CCCCO2)CN1CCc1ccccc1 (stereo not drawn),9%,-4%,2%,5%,1%,-8%,9%,-3,-5%,-1%
CN(C(=O)Nc1cnccc1C(F)(F)F)C1CCCCC1,nt,30%,0%,nt,7%,-5%,-11%,-5,1%,-5%
Cc1cc(C)n(CC(C)NC(=O)CCc2nnc(CCc3ccccc3)o2)n1 (stereo not drawn),-4%,0%,-7%,?,-5%,-2%,3%,-5,0%,-1%
Cc1ccc(C2N(c3ccc(Cl)c(Cl)c3)C(=O)C3CCCN32)o1 (stereo not drawn),0%,-28%,-18%,2%,-1%,-10%,16%,8,-5%,nt
O=C1C=C(c2cccc(Cl)c2O)C[C@@H](c2ccc(F)cc2)C1,nt,7%,4%,nt,-9%,11µM*,nt,-23,-7%,-5%
C/C(=C/C(=O)O)C(=O)Nc1cccc(C(F)(F)F)c1,1%,14%,-5%,6%,3%,-8%,-8%,1,0%,0%
CCOc1[nH]c(/N=C/c2ccco2)c(C#N)c1C#N,9%,5%,5%,-10%,8%,0%,5%,-5,-5%,2%
Cc1ccc(NC(=O)Cn2nnc(C(=O)NCc3cccs3)c2N)cc1Cl,-1%,?,1%,29%,0%,-7%,-2%,-14,-4%,7%
CCCc1nnc(NC(=O)CCS(=O)(=O)Cc2ccccc2)s1,-1%,-52%[inhibitor],-1%,0%,-12%,-3%,-2%,13,-4%,1%
CC(C)(C)c1ccc(Oc2ccc(N)cc2)cc1,-6%,-12%,0%,-29%,-2%,-3%,-9%,2,-3%,4%[46.1 µM]
CNC(=O)c1cc(NC(=O)N(CCC#N)CCN(C(=O)NC(Cc2ccccc2)C(=O)NC(CC(C)C)C(=O)NC)c2ccccc2)ccc1OC (stereo not drawn),nt,13%,nt,nt,-2%,nt,nt,nt,4%,2%
COc1ccc(S(=O)(=O)N2CCOCC2)cc1C(=O)NCC(c1ccco1)N1CCCC1 (stereo not drawn),nt,-17%,5%,nt,-2%,-2%,nt,5,-5%,-1%
Cn1ccnc1SC(=O)N1c2ccccc2Sc2ccccc21,-6%,10%,-8%,-3%,-2%,4%,8%,-9,-8%,-7%
CSc1nc2nc3c(cc2c(=O)n1-c1ccccc1)COC(C)(C)C3,-10%,5%,-2%,1%,12%,3%,11%,-5,-3%,4%
CS(=O)(=O)N(CC(=O)Nc1ccc2c(c1)OCO2)c1ccc2c(c1)OCO2,-8%,25%,-1%,-4%,1%,0%,-13%,0,-5%,-1%
Cc1ccc(-c2c[n+]3c(n2-c2ccccc2)CCC3)cc1,nt,-27%,5%,nt,3%,2%,-10%,5,-2%,5%
CC1(C)Cc2c(sc3nc(-c4ccccc4)n(N)c(=O)c23)CO1,5%,14%,2%,-4%,-4%,2%,-7%,14,-2%,-6%

# More compounds
Structure,MBNL1-CUG inh,Integrin act MD,A-T KAP1 phos,Menin-MLL TR inh,S-ASM inh,Mito fusion act,MLL CXXC-DNA inh,TSHR antag,PTAP TSG101 blk,TCR act
Cc1ccc(S(=O)(=O)N[C@H](C(=O)OCn2nnc3ccccc3c2=O)C(C)C)cc1,3%,-25%,1%,1%,-1%,7%,-6%,8,-4%,-5%
CC(=O)NNC(=O)c1cc2sccc2s1,3%,23%,-5%,nt,8%,-8%,5%,5,0%,-5%
CCOc1cc(C2C(C(=O)c3ccco3)=C(O)C(=O)N2Cc2ccccc2)ccc1O (stereo not drawn),3%,14%,-5%,nt,-3%,-7%,-8%,1,1%,-4%
CCOc1cccc(=O)c2c(C)oc(C)c12,3%,0%,-5%,0%,-1%,2%,-10%,-2,-26%,3%
C/C(CC(=O)NCc1ccc(F)cc1)=N\NC(N)=S,-5%,7%,-4%,-4%,13%,6%,-2%,6,-11%,11%
CC(=O)NC(Cc1ccccc1F)C(=O)NC1CCN(C(=O)c2cnccn2)CC1 (stereo not drawn),0%,41%,-2%,8%,10%,-2%,-7%,2,6%,0%
O=S(=O)(N[C@H](CO)c1ccccc1)c1ccc(Br)cc1F,nt,-4%,7%,nt,1%,nt,nt,-7,-1%,-9%[46.1 µM]
CS(=O)(=O)c1ccc2nc(NC(=O)C3COc4ccccc4O3)sc2c1 (stereo not drawn),2%,6%,-4%,10%,-3%,0%,-18%,2,0%,-1%
CCOc1ccc(N=C2NC(=O)S/C2=C\c2ccc(N(C)C)cc2)cc1,26%,-38%,-6%,32µM*,-6%,1%,1%,-8,?,-2%
Cc1ccnc(NS(=O)(=O)c2ccc(NS(=O)(=O)c3ccc(Br)cc3)cc2)n1,-8%,?,-8%,24%,-2%,-6%,7%,-6,-4%,4%
CCN(CC)CCCn1c2c(c(SCC(=O)Nc3cc(OC)cc(OC)c3)nc1=O)CCC2,nt,29%,7%,nt,-1%,-1%,nt,14,2%,1%
C=CC(=O)N1C/C=C\C(c2ccc(OC)cc2)N(Cc2ccc(F)cc2)C(=O)C1 (stereo not drawn),4%,-18%,-41%,?,2%,-2%,-1%,7,nt,-26%
O=C(CSc1ncc(C(F)(F)F)cc1Cl)N1CCN(S(=O)(=O)c2ccc(Cl)cc2)CC1,2%,40%,4%,nt,-6%,24%,9%,-13,-1%,nt
CC1CCN(Cc2cc(=O)oc3cc(O)c(Cl)cc23)CC1,8%,-13%,12%,6%,nt,3%,?,0,-9%,-12%
COc1cc(C(=O)NCCC2=CCCCC2)cc(OC)c1OC,-15%,-15%,-11%,-14%,-1%,0%,-3%,-10,-2%,6%
NS(=O)(=O)c1ccc(CCNC(=O)C2CCN(S(=O)(=O)c3ccc(Br)s3)CC2)cc1,-12%,3%,3%,14%,-5%,-1%,4%,-5,-6%,6%
CC12CCC(=O)C=C1CCC1C2CCC2(C)C1CC1C3C(=O)N(Cc4ccccc4)C(=O)C3CC(=O)C12 (stereo not drawn),nt,10%,nt,nt,-2%,nt,nt,nt,-5%,0%

# Screening data: PubChem, National Center for Advancing Translational Sciences (NCATS)
